# High-throughput results: PubChem BioAssay, Sanford-Burnham Center for Chemical Genomics
# SENP8 block = blocks human SENP8 cleavage of Nedd8 substrate. recombinant SENP8, Nedd8 substrate fluorescence. 0.64% of 360,000 active. inhibition, % at 20 µM; in the data active means inhibition mostly above about 40%, no sharp cut-off; inactive means mostly below about 27%
# Target sequence (Q96LD8 whole entry, looked up): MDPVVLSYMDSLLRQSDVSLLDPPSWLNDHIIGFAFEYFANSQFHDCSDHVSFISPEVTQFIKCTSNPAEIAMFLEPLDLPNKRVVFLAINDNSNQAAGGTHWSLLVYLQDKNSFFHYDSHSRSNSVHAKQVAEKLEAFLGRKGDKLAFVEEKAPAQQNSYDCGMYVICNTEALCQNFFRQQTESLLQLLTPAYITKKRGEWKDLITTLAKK
# SENP1 inh = SENP1 (human) catalytic domain inhibition. recombinant SENP1 catalytic domain, CyPet-SUMO1-YPet FRET cleavage. inhibition, % at 10 µM. 0.21% of 360,000 active;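 active means inhibition at least 30% at 10 µM, raw YFP signal under a set limit, fluorescence ratio 0.5 to 1.5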;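 further: 0% = enzyme with DMSO and 100% = no enzyme wells; some results filed as inactive read as strong as hits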
# Target sequence (Q9P0U3 419-644 limits assumed): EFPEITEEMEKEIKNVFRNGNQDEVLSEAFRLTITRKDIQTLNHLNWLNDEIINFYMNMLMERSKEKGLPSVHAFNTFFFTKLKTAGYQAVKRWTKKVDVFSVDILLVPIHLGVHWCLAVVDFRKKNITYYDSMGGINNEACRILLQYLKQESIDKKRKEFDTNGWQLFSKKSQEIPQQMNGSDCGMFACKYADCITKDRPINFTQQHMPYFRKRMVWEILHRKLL
#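 Test system: recombinant human SENP1 catalytic domain, His6-tagged / Medium: pH 8 Tris buffer with EDTA, NaCl, BME, BSA, NP40, catalase / Also added: SUMO1 FRET substrate flanked by Cypet and Ypet, 25 nM / Times: 50 min reaction at room temperature / Signal: FRET, CFP and YFP emission / Control set: no-enzyme low control and enzyme-plus-DMSO high control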
# Starred values were filed as active, the others as inactive; i = inactive. The list is partial; the hit share may differ from the screen's.
smiles	SENP8 block	SENP1 inh
Cc1ccccc1-c1cc2nc(NCc3cccnc3)n(C)c(=O)c2s1	-26.7	1.3
COc1ccccc1-c1cc(NC=O)c2ncc(-c3ccc(F)cc3)n2c1	-231.4	-8.9
Cn1c(NCc2ccncc2)nc2cc(-c3ccsc3)sc2c1=O	-74.7	2.1
CC(C)(C)c1ccc(CC(=O)N2CCC2(C)C(=O)NCc2cccs2)cc1 (stereo not drawn)	16.5	-1.7
Cc1ccc2ccccc2c1C(O)c1ncc(-c2cccc(F)c2)[nH]1 (stereo not drawn)	-3.3	-1.4
Cn1c(=O)c2cc(NC(=O)NCc3ccccc3)ccc2n1Cc1cccc(C(F)(F)F)c1	i	0.1
COC(=O)[C@@]12C[C@@H](CC(=O)NCc3ccccc3)C(=O)N(Cc3ccco3)C1=CCC(C)(C)C2	23.0	1.1
O=C(/C=C/[C@H]1O[C@@H](n2cnc3c(NC(=O)c4ccccc4)ncnc32)[C@H](O)[C@@H]1O)NCCc1c[nH]c2ccccc12	25.1	1.1

# Continued:
smiles	SENP8 block	SENP1 inh
O=C(NCc1ccncc1)[C@@H]1CCCN1C(=O)[C@@H]1CCCN1C(=O)c1ccccc1	11.1	1.4
Clc1cccc(-c2nc3ccc(Br)cn3c2Cc2ccsc2)c1	-87.4	-27.5
Cc1cnc(CNC(=O)c2ccc3nc([C@@H]4O[C@H](CO)[C@H](O)[C@H](O)[C@H]4O)[nH]c3c2)cn1	19.7	0.9
CC(=O)Nc1cccc(-c2ccnc3c2CC(C(=O)NCc2ccc(F)c(F)c2)O3)c1 (stereo not drawn)	1.3	-1.1
CNc1nc(Oc2cccc(F)c2)c2sccc2n1	-295.0	-0.7
CC(=O)C1CCC2C3C=CC4=CC(=O)CCC4(C)C3CCC12C (stereo not drawn)	0.7	-3.2
COc1cc(NC(=O)Nc2nc(C(N)CCc3ccccc3)cs2)cc(OC)c1OC (stereo not drawn)	8.2	1.3
CCOC(=O)C1(C)CCN1C(=O)c1ccc(-c2ccccc2)cc1 (stereo not drawn)	5.3	0.2

# Individual results from the list.
# For SENP1 inh, O=C(NCc1ccncc1)[C@@H]1CCCN1C(=O)[C@@H]1CCCN1C(=O)c1ccccc1 has the entry 1.4
# For SENP1 inh, CCOC(=O)C1(C)CCN1C(=O)c1ccc(-c2ccccc2)cc1 (stereo not drawn) has the entry 0.2

# The results go on:
smiles	SENP8 block	SENP1 inh
OC(c1cccc(Cl)c1)c1ncc(-c2cccc(C(F)(F)F)c2)[nH]1 (stereo not drawn)	15.5	-0.3
Cc1ccc2nc(-c3ccc(C#N)cc3)c(Cc3ccccc3C(F)(F)F)n2c1	-362.1	-5.0
O=CNc1cc(-c2ccccc2Oc2ccccc2)cn2c(-c3ccc(F)cc3)cnc12	-310.7	-6.7
CCOC(=O)[C@]12CCC=C1N(Cc1ccco1)C(=O)[C@H](CC(=O)NCC13CC4CC(CC(C4)C1)C3)C2	-9.1	-14.9
CCc1nc2ccc(C(=O)NCCCn3ccnc3)cn2c1N(C)C(=O)c1cccc(OC)c1	4.2	-1.6
CN(Cc1cn(Cc2ccc(C(F)(F)F)cc2)nn1)C1CN(Cc2cn(Cc3ccc(C(F)(F)F)cc3)nn2)S(=O)(=O)C1 (stereo not drawn)	13.9	0.2
OCCN1CCN(c2ncnc3c2ncn3[C@H]2CN(Cc3ccc(Cl)cc3)C[C@@H](CO)O2)CC1	10.1	-0.7
COc1cc(NC(=O)[C@H]2O[C@@H](n3cnc4c(N)ncnc43)[C@H](O)[C@@H]2O)cc(OC)c1OC	28.2	3.0

# More structures:
smiles	SENP8 block	SENP1 inh
COc1cc(CN2CCC(C(=O)NC(c3ccc(F)cc3)c3ccc4ccccc4n3)CC2)cc(OC)c1 (stereo not drawn)	-40.4	-13.5
COc1ccccc1Cc1c(-c2ccc(OC)c(OC)c2)nc2ccc(Br)cn12	-100.6	6.9
O=C(NCc1ccc(Cl)nc1)c1csc(COCCO)n1	19.4	0.9
CC(=O)Nc1cccc(-c2ccnc3c2CC(C)(C(=O)NCC2CC2)O3)c1 (stereo not drawn)	-5.1	-1.9
COc1ccc(C(C)=O)cc1Cn1c(C)c(C(=O)NCc2cccc(Cl)c2)sc1=O	4.4	6.3
Cc1nc2ccc(C(=O)NC(C)(C)C)cn2c1N(C)C(=O)CCc1ccccc1	-47.7	0.6
O=C1NCCc2onc(-c3ccc(Br)cc3)c21	15.0	0.9
C=CCNc1ncnc2c1ncn2[C@H]1CN(CCOC)C[C@@H](CO)O1	5.3	0.4

# Continuation.
smiles	SENP8 block	SENP1 inh
O=C(NC(c1ccccc1)c1ccc2ccccc2n1)C1CCN(Cc2ccc(Cl)c(Cl)c2)CC1 (stereo not drawn)	-15.5	-3.2
COCCN1C(=O)CN(S(C)(=O)=O)CC1(C)C(=O)Nc1ccc2c(c1)OCCO2 (stereo not drawn)	-95.7	-0.6
COc1ccc(CN2C[C@@H](CO)O[C@@H](n3cnc4c(NCCN(C)C)ncnc43)C2)cc1	12.9	-1.0
COC(=O)c1ccc2nc(-c3cccc(Br)c3)c(CC3CCCCC3)n2c1	-378.4	-18.6
COC(=O)C[C@@H]1C=C[C@@H](NC(=O)c2ccc3c(c2)OCO3)[C@@H](CO)O1	15.0	1.4
OC(c1ccc(Cl)c(F)c1)c1ncc(-c2cccc(F)c2)[nH]1 (stereo not drawn)	0.7	1.4
CCN(CC)CCSC(=O)C(c1ccccc1)c1ccccc1	5.1	-0.5
COc1ccc(-c2cnc(C(O)c3ccc(-c4ccccc4)cc3)[nH]2)cc1 (stereo not drawn)	-13.0	-14.1

# More results:
smiles	SENP8 block	SENP1 inh
CC1(c2nnnn2-c2ccc3c(c2)OCCO3)CCC(=O)N1Cc1ccc(F)cc1 (stereo not drawn)	9.8	-0.5
COC(=O)c1ccc2nc(-c3cccc(Cl)c3)c(Cc3ccsc3)n2c1	-347.5	-2.7
COc1cccc(C(C)(O)c2nc(-c3cccc4cccnc34)cs2)c1 (stereo not drawn)	-224.6	-1.3
Cc1ccn2c(NC3CCCCC3)c(-c3ccc(SC4CCCCC4)cc3)nc2c1	-427.1	-19.8
Nc1ncnc2c1ncn2[C@@H]1O[C@H](C(=O)N[C@@H](CO)c2ccccc2)[C@@H](O)[C@H]1O	16.3	-1.3
CCOC(=O)C1=C[C@@H](C(C)(C)C)N(S(=O)(=O)c2ccccc2C)[C@H]1c1ccc(Cl)cc1	11.3	1.7
O=C1NC[C@H](CCCCN2C[C@H](Cc3ccccc3)N(CCc3ccccc3)C(=O)C2=O)N(CCc2ccc(O)cc2)C1=O	10.6	-1.4
CNc1cncc(-c2ccc(O)cc2)n1	i	-14.3

# (list continues)
smiles	SENP8 block	SENP1 inh
Cc1cccc(C(O)c2ncc(-c3ccc(C(F)(F)F)cc3)[nH]2)c1C (stereo not drawn)	9.1	-0.6
O=C(O)c1ccc(CN2C[C@@H](CO)O[C@@H](n3cnc4c(Nc5ccccc5)ncnc43)C2)cc1	-18.7	0.8
CCC(C(=O)NC(C)(C)C)n1c(-c2cccc(NC(C)=O)c2)nc2ccccc21 (stereo not drawn)	-30.8	2.2
OCC1OC(c2ccc(O)cc2O)C(O)C1O (stereo not drawn)	5.0	-2.3
O=C(NCc1ccco1)c1cccc(-c2ccc3nncn3c2)c1	4.6	-1.7
COC(=O)[C@H](CC(C)C)NC(=O)/C=C/[C@H]1O[C@@H](n2ccc(=O)[nH]c2=O)[C@H](O)[C@@H]1O	26.7	2.5
O=C(NCc1ccccc1)c1cc(C2CCCCN2C(=O)c2ccc(Cl)cc2)on1 (stereo not drawn)	15.1	-0.7
COc1cc(CN2C(=O)C(Cc3ccccc3)ON=C2c2ncccc2C)cc(OC)c1 (stereo not drawn)	1.7	-0.1

# Nothing new here: entries from further up.
smiles	SENP8 block	SENP1 inh
CNc1cncc(-c2ccc(O)cc2)n1	i	-14.3
Cc1cccc(C(O)c2ncc(-c3ccc(C(F)(F)F)cc3)[nH]2)c1C (stereo not drawn)	9.1	-0.6
O=C(O)c1ccc(CN2C[C@@H](CO)O[C@@H](n3cnc4c(Nc5ccccc5)ncnc43)C2)cc1	-18.7	0.8
CCC(C(=O)NC(C)(C)C)n1c(-c2cccc(NC(C)=O)c2)nc2ccccc21 (stereo not drawn)	-30.8	2.2
OCC1OC(c2ccc(O)cc2O)C(O)C1O (stereo not drawn)	5.0	-2.3
O=C(NCc1ccco1)c1cccc(-c2ccc3nncn3c2)c1	4.6	-1.7

# Next results
smiles	SENP8 block	SENP1 inh
CCCNC(=O)C1(C)CCN(CCOc2ccc(Cl)cc2)C1 (stereo not drawn)	15.7	1.5
CC(C)(C)NC(=O)C(CCc1ccccc1)n1c(=O)c(-c2ccccc2)nc2ccccc21 (stereo not drawn)	-332.2	-4.0
O=C(Nc1ccccc1Cl)c1cc(C2CCCN(C(=O)CCc3ccccc3)C2)on1 (stereo not drawn)	0.8	2.5
CCOC(=O)[C@]12CCCC=C1N(CCC1=CCCCC1)C(=O)[C@H](CC(=O)NCCC(C)C)C2	14.9	1.2
COc1ccc(-c2nc3cc(C)c(Br)c(C)n3c2CC2CCCCC2)cc1OC	-1.4	-0.5
CCOC(=O)[C@]12CCC=C1N(Cc1ccc(Cl)cc1Cl)C(=O)[C@H](CC(=O)N1CCCC1)C2	19.9	2.6
Cc1ccc(NC(=O)[C@H](Cc2ccccc2)NC(=O)CC[C@H]2O[C@@H](n3ccc(=O)[nH]c3=O)[C@H](O)[C@@H]2O)cc1C	7.3	1.3
COc1ccc2c(CN(C)Cc3ccccc3)cc(=O)oc2c1	-51.7	-0.4

# New compounds follow:
# Screens in order – SENP8 block	SENP1 inh
> CCCNC(=O)C1(C)CCN(C(=O)c2c(F)ccc(C)c2F)C1 (stereo not drawn)
  8.9	2.9
> O=C(NC(c1ccc(F)cc1)c1ccc2ccccc2n1)C1CCN(Cc2cccc(C(F)(F)F)c2)CC1 (stereo not drawn)
  -11.7	-0.4
> CN(C)[C@H]1CCN([C@@H]2CS(=O)(=O)N[C@H]2COCc2ccccc2)C1
  13.7	-8.3
> CSc1ccc(CN2CCC(C)(Oc3cccc(Cl)c3)C2)cc1 (stereo not drawn)
  21.8	-1.5
> Clc1ccc(CSc2nnc(-c3ccccn3)n2Cc2cccs2)cc1Cl
  2.5	-1.5
> Cc1nc2ccc(C(=O)NCCc3c[nH]c4ccccc34)cn2c1N(C)C(=O)CCc1ccccc1
  -40.7	0.5
> NC(Cc1ccc(F)cc1)c1csc(Nc2ccc(C(F)(F)F)cn2)n1 (stereo not drawn)
  -67.7	-4.7
> CC1=C(C(=O)N(C(C)C)C(C)C)CC(CC(=O)NCCCN(C)C)C(=O)N1CCC1=CCCCC1 (stereo not drawn)
  14.2	2.0
> c1ccc(Cc2c(C3CCCCC3)nc3c4ccccc4ccn23)cc1
  -85.9	-4.1
> CSc1ccc(CNC(=O)C2(C)CCN2C(C)C)cc1 (stereo not drawn)
  10.6	-0.3
> Cc1ccc(N2CCN(C(=O)C(=O)c3ccc(F)c(F)c3)CC2)cc1
  18.6	1.1
> COc1ccc(CC(N)c2csc(NC(=O)c3cccc(OC(F)(F)F)c3)n2)cc1 (stereo not drawn)
  -18.1	-10.5
> CCC(CC)C(=O)N(C)c1c(C)nc2c(OCCOc3ccc(F)cc3)cccn12
  10.0	1.9
> COc1ccc(NC(=O)Nc2ccc3nc([C@@H]4O[C@H](CO)[C@@H](O)[C@H](O)[C@H]4O)[nH]c3c2)cc1OC1CCCC1
  6.4	0.4
> O=C(c1ccccc1F)N1CCC2CC1c1cc(-c3ccc4c(c3)OCO4)ccc12 (stereo not drawn)
  19.7	-1.7

# New compounds follow
# Screens in order – SENP8 block	SENP1 inh
> CC(=O)NC(C)(c1ccccc1)c1nc(-c2ccc(S(C)(=O)=O)cc2)cs1 (stereo not drawn)
  15.3	2.1
> CCOC(=O)C1CCCN(C(=O)/C=C/c2ccccc2)CC1 (stereo not drawn)
  10.6	1.3
> c1ccc(Oc2ccc(-c3cc(NCCc4cccnc4)n4nccc4n3)cc2)cc1
  -498.9	0.3
> COc1ccccc1Cc1c(-c2ccco2)nc2ccc(Br)cn12
  -7.1	-0.9
> Cc1ccc(S(=O)(=O)n2c(N)nc3cc(C)c(C)cc32)cc1
  6.5	-1.2
> COc1ccc(F)cc1-c1cc(C(=O)NCc2ccc(C(F)(F)F)cc2)[nH]n1
  6.9	-3.3
> Cc1ccc(-c2cccc(=O)o2)cc1
  10.6	-3.2
> N/C(=N\C(=S)Nc1ccc2c(c1)OCO2)c1ccccc1
  11.4	4.8
> O=C(Nc1ccccc1)c1cccc2c(-c3cccnc3)coc12
  13.1	-1.4
> COc1ccc(NC(=O)C2Cc3c(-c4cccc(F)c4)ccnc3O2)cc1 (stereo not drawn)
  12.4	1.5
> COc1ccc(C(O)c2nc(-c3cc4ccccc4o3)cs2)cc1 (stereo not drawn)
  -8.4	0.1
> CCOc1ccc(-c2cc(C(=O)NCc3cc(C(F)(F)F)cc(C(F)(F)F)c3)[nH]n2)c(C)c1
  14.8	0.6
> O=C(NCCc1ccccc1)c1cccc2c(-c3cccnc3)coc12
  -2.2	0.0
> CCCS(=O)(=O)NC(=O)C1(C)CCN(C(=O)c2cc3ccccc3s2)C1 (stereo not drawn)
  12.6	3.0
> CCc1nc2ccc(C(=O)N(C)CCCN(C)C)cn2c1N(C)C(=O)C1CCCCC1
  -2.5	1.5

# Next section
# Screens in order – SENP8 block	SENP1 inh
> COc1c(C)cc(C(O)c2ncc(-c3ccccc3Cl)[nH]2)cc1C (stereo not drawn)
  10.4	0.9
> O=c1c2c([nH]n1-c1ccccc1)C[C@@H](C1CCCCC1)O[C@H]2c1ccc(F)cc1
  -28.3	-4.8
> N#Cc1nnn2c1nc(N)c1c(Cl)cccc12
  -399.2	-6.9
> C[C@@H](c1ccccc1)N1C[C@H](COCc2ccccc2)Oc2cc(N3CC[C@@H](N(C)C)C3)ccc2S1(=O)=O
  2.2	-2.0
